Source: PubChem
D3 ag: qHTS of D3 Dopamine Receptor Agonist: qHTS. D3R DiscoveRx beta-arrestin cells, luminescence, 90 min. max activation, %. 0.58% of 410,000 active. AID 652048, 2013; in the data active = max activation above about 30%; also: 0% is about no effect; mostly tested at two doses, the higher about 12 µM
Target sequence (P35462 whole entry, looked up): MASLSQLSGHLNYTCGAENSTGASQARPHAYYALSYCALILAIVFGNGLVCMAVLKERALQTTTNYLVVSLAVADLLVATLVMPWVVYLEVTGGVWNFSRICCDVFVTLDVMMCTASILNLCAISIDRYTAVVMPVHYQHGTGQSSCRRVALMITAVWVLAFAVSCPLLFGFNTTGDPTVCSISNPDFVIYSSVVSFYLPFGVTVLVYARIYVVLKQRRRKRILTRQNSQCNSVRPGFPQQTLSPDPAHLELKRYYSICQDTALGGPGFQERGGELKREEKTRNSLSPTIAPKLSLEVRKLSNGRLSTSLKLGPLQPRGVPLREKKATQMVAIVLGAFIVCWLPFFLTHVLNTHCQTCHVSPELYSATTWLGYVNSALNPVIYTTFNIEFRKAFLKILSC
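Agonist-mode cell screen: cells plated at 1500/well and incubated overnight at 37 °C, then exposed to library compounds for 90 min at 37 °C. Detection reagent was added for 30–60 min at room temperature, and luminescence was read.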
EPAC2 antag: qHTS for Antagonist of cAMP-regulated guanine nucleotide exchange factor 2 (EPAC2): primary screen; Rap guanine nucleotide exchange factor 4 (Homo sapiens), Q8WZA2; EPAC2 GEF exchange of Rap1B-BODIPY-GDP, fluorescence; Potency, µM (highest dose often 114 µM), for the others: top-dose activity, negative = inhibition, usual class: inhibitors; 0.18% of 360,000 active; also: potency is read from the fitted curve at half-maximal effect; % is scaled to controls: 0 for no effect and ±100 for the full control effect; nearly all actives have a fitted effect of over 45% in size; many of its hits are not listed in these tables
D3 antag: qHTS of D3 Dopamine Receptor Antagonist: qHTS. D(3) dopamine receptor (Homo sapiens), P35462. D3R cells, DiscoveRx beta-arrestin luminescence, antagonist mode; active compounds read low. max response, negative = inhibition, %. 2.5% of 360,000 active; in the data active = max response below about -50%; inconclusive = no clear call, values can overlap the other calls; also: % is scaled to controls: 0 for no effect and ±100 for the full control effect; mostly tested at two doses, the higher about 12 µM
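Cells expressing the human receptor were seeded at 1500 cells/well, incubated overnight at 37 degrees C in 5% CO2, then exposed to library compounds with dopamine controls for 90 minutes at 37 degrees C before luminescent detection.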
Akt phos inh: HTS Assay for Inhibitors of Akt Phophorylation: Primary Screen; Neuro2A IGF-stimulated pAkt S473 HTRF, 20 min; active compounds read low; activity change, % for hits at 50 µM; 0.32% of 360,000 active; AID 651550, 2012; in the data active = activity change below about -80%; inconclusive = mostly about -51% to -80%; also: % is scaled to controls: 0 for no effect and ±100 for the full control effect
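Neuro2A cells in DMEM with 0.5% FBS, overnight at 37 deg C, given compound at single 50 µM final, then IGF (6 nM final) for 20 min at 37 deg C. Lysed; phospho-Akt Ser473 by HTRF after 24 h, 665/615 ratio.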
EPAC2 agonist: qHTS for Agonist of cAMP-regulated guanine nucleotide exchange factor 4 (EPAC2): primary screen | Rap guanine nucleotide exchange factor 4 (Homo sapiens), Q8WZA2 | EPAC2 activation, biochemical qHTS; response scale: 100% = 6.5 mM cAMP response | Potency, µM (highest dose often 154 µM), without a hit: top-dose activation, usual class: activators | 0.079% of 360,000 active; also: potency is read from the fitted curve at half-maximal effect; nearly all actives have a fitted effect of over 50% in size
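Exchange assay: 100 nM EPAC2 with 250 nM Rap1B-BODIPY-GDP and 50 uM GDP. Fluorescence (ex 480/em 540 nm) read every 5 min for 30 min at room temperature. Data normalized to 6.5 mM cAMP as agonist control.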
Mm-Cpn inhibitor: Inhibitors of TCP-1 ring complex (TRiC) of Methanococcus maripaludis (MmCpn): qHTS; Potency, µM (series often up to 76.9 µM), for the others: at the top dose activity, negative = inhibition, hits mostly inhibitors; 0.031% of 330,000 active; purified Mm-Cpn ATPase, ADP Transcreener TR-FRET; AID 504842, 2011; also: potency is read from the fitted curve at half-maximal effect; % is scaled to controls: 0 for no effect and ±100 for the full control effect; nearly all actives have a fitted effect of over 80% in size
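ATPase read-out: TR-FRET ADP immunoassay (anti-ADP Eu cryptate vs ADP-d2), ex 320 nm, em 590/665 nm; signal drops as ADP forms. Enzyme 25 nM, ATP 10 uM, 30 min at 37°C after 10 min compound preincubation.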
PTHR1 agonist: qHTS for PTHR1 Agonists: Primary Screen. Potency, µM (series often up to 115 µM), without a hit: at the top dose activation, actives largely listed as activators. HEK293 GP2 PTHR1 cells, GloSensor cAMP luminescence, 1 h. 0.075% of 410,000 active; also: potency is read from the fitted curve at half-maximal effect; nearly all actives have a fitted effect of over 55% in size; some results filed as inactive show a strong effect at the top dose; inactives centre near -15; many of its hits are not listed in these tables
Target sequence (Q03431 whole entry, looked up): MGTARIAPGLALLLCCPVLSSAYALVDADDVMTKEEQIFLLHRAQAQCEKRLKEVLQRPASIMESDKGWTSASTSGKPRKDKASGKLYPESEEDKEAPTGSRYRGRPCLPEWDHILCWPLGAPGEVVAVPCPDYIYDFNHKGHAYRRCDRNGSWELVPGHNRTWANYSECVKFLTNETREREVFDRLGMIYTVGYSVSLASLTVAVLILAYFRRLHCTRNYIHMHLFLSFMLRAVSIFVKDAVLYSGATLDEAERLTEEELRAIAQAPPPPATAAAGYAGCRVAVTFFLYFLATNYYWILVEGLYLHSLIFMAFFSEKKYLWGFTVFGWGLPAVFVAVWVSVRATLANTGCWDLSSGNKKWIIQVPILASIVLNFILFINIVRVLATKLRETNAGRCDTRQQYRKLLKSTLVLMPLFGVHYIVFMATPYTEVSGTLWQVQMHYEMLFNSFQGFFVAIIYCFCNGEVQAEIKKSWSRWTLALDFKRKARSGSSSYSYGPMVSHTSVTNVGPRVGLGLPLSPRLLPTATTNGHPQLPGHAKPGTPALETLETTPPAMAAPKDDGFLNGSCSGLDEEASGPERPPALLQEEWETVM
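HEK-293-derived GP2 cells expressing PTHR1 and a GloSensor cAMP reporter, 3,000/well, plated overnight, given luciferin plus IBMX (each 0.5 mM as added) for 1 h at 37 °C, then compound for 1 h at 37 °C. Luminescence was read after 15 min at room temperature.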
CCT modulator: High-Throughput Screening for Modulators of Cytosolic Chaperonin Activity | purified chaperonin ATPase assay, HTRF ADP detection, 30 min | activity change, % (test concentration not listed), hits read low | 0.3% of 360,000 active; in the data active = activity change below about -30%; also: % is scaled to controls: 0 for no effect and ±100 for the full control effect
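TRiC (40 or 20 nM final, by batch activity) in 30 mM Tris pH 7.4, 100 mM KCl, 5 mM MgCl2, 1 mM DTT was treated with compound at 76 uM single dose, then 10 uM ATP, 30 min at 37 °C. ADP was read by HTRF Transcreener.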
Numbers without * were called inactive; i = inactive; ? = inconclusive; . = not tested or not shown; & = joins results of further samples; [ ] = another dose, or the depositor's remark. Unless noted, calls follow the shape of the dose curve; as a rule, active = well fitted curve in the direction sought with a large enough effect; inconclusive = small, poorly fitted or top-dose-only effect, or another doubt; inactive = no such curve, though single readings can be large; an effect the other way counts as inactive or inconclusive. The list is partial (hit frequency here may not be typical).

SMILES,D3 ag,EPAC2 antag,D3 antag,Akt phos inh,EPAC2 agonist,Mm-Cpn inhibitor,PTHR1 agonist,CCT modulator
CN(C)C(=S)SCC(=O)Nc1cccc(C(F)(F)F)c1,5,-2%,8,i,2%,0%,i,-1.1
Cc1ccc(S(=O)(=O)N2C[C@@H]3CCCC[C@@H]3[C@@H](C)[C@H]2c2cn(Cc3ccccc3)c3ccc(F)cc23)cc1,-57,8%,0,i,3%,1%,-16%,0.7
CCn1c(O)c(C=NC2CCCC2)sc1=S,0,1%,-18,i,6%,-1%,-12%[57.5 µM],0.2
O=S(=O)(/N=C(\c1ccccc1)N1CCOCC1)c1cccs1,3,2%,23,i,5%,0%,i,2.2
COc1ccccc1NC(=O)COC(=O)CCS(=O)(=O)c1ccc(C)cc1,3,21%,19,i,4%,-5%,-3%,0.7
CC(=O)Nc1ccc(OS(=O)(=O)c2cc(Cl)ccc2C)cc1,5,-21%,1,i,8%,-6%,-33%[inhibitor],-2.3
CN1C(=C2C(=O)OC(C)(C)OC2=O)Sc2ccccc21,6,5%,?,i,3%,2%,-9%[57.5 µM],0.6
N#CC1=C(N)OC2=C(C(=O)CCC2)C1C1C=CCCC1 (configuration not stated),-8,-2%,2,-110%*,-1%,1%,i,-2.8
CCCCNC(=O)Cn1cnc2sc(C)c(S(=O)(=O)N3CCN(c4ccccc4OC)CC3)c2c1=O,-1&4,0%,0,i,4%,-1%,-23%&-16%,1.9
Cc1ccccc1Nc1scc(-c2ccc(Br)cc2)[n+]1-c1ccccc1C,1,-3%,17,i,-1%,-2%,-15%,-0.5
Cc1cc(NCc2ccccn2)n2nc(C)c(-c3ccc(Cl)cc3)c2n1,-3,-12%,-27,i,6%,0%,-30%,2.3
O=C(Cn1cc(C(=O)COc2ccccc2)c2ccccc21)NCc1ccco1,8,19%,23,i,3%,-14%,-3%[57.5 µM],-0.7
C=CCNC(=S)N1CCc2[nH]c3ccccc3c2C1,-28,-6%,-15,i,14%,3%,-19%,-0.8
CCOC(=O)N1CCC(O)(c2cc(C)c(C)cc2C)CC1,-1,-6%,10,i,-3%,-1%,-14%,0.6
COc1cc(OC)cc(C(=O)Nc2ccc(C(=O)Nc3ccccc3OC)cc2)c1,4,5%,-12,i,25%,-12%,-20%,-2.6
COc1ccccc1CNC(=O)c1cccs1,-1,6%,11,i,11%,.,-18%,-1.0
Cc1ccc(C(=O)C2CCN(S(=O)(=O)c3ccccc3C(=O)O)CC2)cc1,1,4%,-7,i,8%,2%,i,-1.7
CC1CCCN(CC(=O)Nc2cc(Cl)ccc2Oc2ccccc2)C1 (configuration not stated),-8,?,1,i,11%,-15%,-22%,-2.0
CCc1ccc(NC(=O)N(CCN2CCOCC2)Cc2ccc3c(c2)CCCN3CC)cc1,0,-1%,?,i,7%,0%,i,-0.3
CCOC(=O)c1[nH]c(C)c(C(=O)Nc2cc(OC)ccc2OC)c1C,4,-5%,-15,i,-3%,4%,i,0.8
CCS(=O)(=O)c1nc(S(=O)(=O)c2ccc(Cl)cc2)c(N2CCN(CCO)CC2)s1,-14,-14%,-18,.,0%,-1%,0%,-0.9
COCCCNCCCCSc1ccc(Cl)cc1,-37,5%,?,i,12%,2%,i,-0.2
CCOc1cc(C(=O)OCC(=O)Nc2ncc(Cl)c(C)c2Cl)ccc1OCC(=O)N1CCOCC1,1,10%,1,i,-7%,-1%,i,-1.1
CC(=O)Nc1cccc(-c2nc3ccccc3[nH]2)c1,3,3%,5,i,10%,0%,-25%,0.0
CCOc1cc(N2CCOCC2)c(OCC)cc1NC(=O)c1ccc(S(C)(=O)=O)cc1,-3,1%,-5,i,-7%,-1%,-9%,2.1
Cc1cc(C)nc(SC/C=C/c2ccccc2)n1,-3,1%,8,i,4%,0%,-32%[inhibitor],0.4
COc1ccc(C(=O)C(CN2CCOCC2)c2ccccc2)cc1 (configuration not stated),-17,2%,-22,i,9%,0%,-19%[57.5 µM],-0.9
Cc1ccn2c(C(C)O)nnc2c1 (configuration not stated),-8,5%,0,i,-1%,.,i,1.8
CCCCNC(=O)c1cc(-c2ccc(OC)c(OC)c2)on1,2,-4%,9,i,2%,2%,i,1.1
Cc1cc(C)n2nc(-c3ccc(F)cc3)cc2n1,4,6%,-15,i,8%,.,-13%,1.6

Gathered by group, those above with an aryl thioether with sulfur outside any ring
SMILES,D3 ag,EPAC2 antag,D3 antag,Akt phos inh,EPAC2 agonist,Mm-Cpn inhibitor,PTHR1 agonist,CCT modulator
COCCCNCCCCSc1ccc(Cl)cc1,-37,5%,?,i,12%,2%,i,-0.2
Cc1cc(C)nc(SC/C=C/c2ccccc2)n1,-3,1%,8,i,4%,0%,-32%[inhibitor],0.4

The listing continues.
SMILES,D3 ag,EPAC2 antag,D3 antag,Akt phos inh,EPAC2 agonist,Mm-Cpn inhibitor,PTHR1 agonist,CCT modulator
CCc1cc2c(=O)[nH]c(Cc3ccccc3)nc2s1,0,-5%,0,i,2%,-9%,i,-0.6
Cc1ccc(Nc2ccc(C(=O)O)cc2[N+](=O)[O-])cc1,-28,1%,-28,i,5%,2%,i,-0.6
Cc1ccc(N2C(=O)c3ccccc3C2=O)cc1,1,-4%,?,i,-3%,1%,-14%,-1.8
CCc1nnc(NC(=O)c2ccc(OC)cc2OC)s1,-5,-4%,-7,i,7%,-6%,-42%[inhibitor],2.0
O=c1cc(Cn2nnc(-c3ccc(Cl)cc3)n2)nc2sccn12,-6,-1%,18,i,-2%,1%,-28%,-3.1
O=C(CCCn1c(=S)[nH]c2ccsc2c1=O)NC1CCCCC1,3,2%,-5,i,5%,-5%,i,-2.2
COc1ccc(NC(=O)N(CCN2CCCC2)Cc2cc3cc(OC)c(OC)cc3[nH]c2=O)cc1,-3,9%,?,i,2%,0%,i,-5.2
C/C(=N\NC(=O)c1ccc([N+](=O)[O-])cc1)c1cc2ccccc2oc1=O,-17,0%,?,i,-4%,0%,-4%,-2.5
Cc1ccc(C(=O)NCC(=O)OCCOc2cccc(Cl)c2)cc1,-4,-11%,11,i,-1%,-2%,i,-0.4
CN1CCN(Cc2cc(=O)oc3cc4c(cc23)CCC4)CC1,-8,10%,?,i,6%,-1%,i,-0.2
CC(=O)c1cccc(NC(=O)C(C)OC(=O)CNC(=O)c2ccc(C)s2)c1 (configuration not stated),8,7%,-6,i,8%,0%,i,-1.8
CCCC(=O)Nc1c2c(nn1-c1ccc(C)cc1)CS(=O)(=O)C2,1,13%,0,i,7%,0%,-7%,-6.3
COc1cc(/C=C2\SC(=S)N(c3cccnc3)C2=O)ccc1O,1,-7%,-10,i,7%,-5%,-4%,-1.0
COCCC(=O)N1CCC(Oc2ccc(C(=O)NC3CCOC(C)(C)C3)cc2)CC1 (configuration not stated),2,1%,-20,i,-2%,2%,i,0.5
COCCNc1nnc(SC(C)C(=O)Nc2ccc(-c3nc4ccc(C)cc4s3)cc2)s1 (configuration not stated),-3,-7%,-8,i,-19%,?,-37%[inhibitor],1.4
CCCCCC(=O)NNC(=O)c1c(O)c2ccccc2n(CC)c1=O,-7,-5%,?,i,-12%,0%,2%,-0.7
COc1ccccc1S(=O)(=O)Nc1ccc(S(=O)(=O)Nc2nccs2)cc1,1,-15%,3,i,7%,-3%,-4%,1.4
CCCCN1CCCCC1C(=O)Nc1c(C)cccc1C (configuration not stated),-18,10%,17,i,1%,1%,i,-1.6
O=C(Nc1ccccc1N1CCN(c2ccccc2)CC1)C12CC3CC(CC(C3)C1)C2,-11,-5%,-15,i,1%,0%,-7%,0.5
CCCC1Cc2nc(N3CCCCC3)c(C#N)cc2CO1 (configuration not stated),-3,3%,-10,.,10%,2%,i,-1.0
O=C(OCCc1cc2ccccc2c(=O)o1)c1ccccc1C(F)(F)F,19,-21%,?,i,13%,1%,-19%,-3.1
O=C1CCCN1S(=O)(=O)c1ccccc1,-10,-6%,4,i,3%,2%,-54%[inhibitor],-3.1
CC(C)CN1CCC(=O)N(CCN=[N+]=[N-])CC1,-22,-9%,0,i,-2%,-21%,3%,-3.3
COc1cccc(C2=NN(C(=O)C3CC3)C(O)(C(F)(F)F)C2)c1 (configuration not stated),-5,?,1,i,0%,.,-42%[inhibitor],2.0
CCCNC(=O)c1ccccc1NC(=O)c1cccc(-n2cnnn2)c1,2,1%,-3,i,3%,-1%,-7%,-0.8
O=C(COC(=O)CSc1ccc(F)cc1)NCc1ccco1,7,0%,10,i,7%,3%,?,-2.8
CCOc1ccc(NC(=O)CC2C(=O)N(c3ccccc3)C(=O)N2CCc2cccs2)cc1 (configuration not stated),-7&2,?,0,i,5%,2%,-15%,0.5
O=S(=O)(NCc1cn2ccccc2n1)c1cc(F)ccc1F,1,-6%,-28,i,4%,-2%,-34%[57.5 µM],0.9
COc1ccccc1CNc1nc(NCc2ccc3occc3c2)c2sccc2n1,5,3%,16,i,3%,.,-37%[inhibitor],1.4
O=C1CCCC2=C1C(c1ccccc1)CC(=O)N2c1ccccc1 (configuration not stated),0,6%,-7,i,-3%,-7%,-17%,-1.2
[2H]C(CCOS(N)(=O)=O)c1ccc(C(C)(C)C)cc1 (configuration not stated),-26,-19%,-5,i,1%,1%,-7%,-0.8
O=C(NCCCCc1ccccc1)C12CN(Cc3ccccc3)CC1C(c1cccc([N+](=O)[O-])c1)=NO2 (configuration not stated),-3,9%,0,i,3%,-2%,-2%,-0.1
CN1CCN(CCCNC(=O)C2CC(=O)N(C3CCCCC3)C2)CC1 (configuration not stated),4,8%,16,i,-1%,1%,?,-2.8
